# Compound activity (PubChem BioAssay)
# GAA glycogen mod: GAA glycogen-cleavage inhibition or activation. recombinant GAA, glycogen substrate, Amplex Red glucose oxidase fluorescence. Potency, µM (series often up to 76.4 µM), for inactives: at the top dose activity change, negative = inhibition, actives largely listed as inhibitors. 0.38% of 300,000 active. AID 2100;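 further: 0% = full enzyme reaction and -100% = no-enzyme basal signal; the screen sought inhibitors and activators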
#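 Recombinant human alpha-glucosidase (4 nM final) hydrolysed bovine liver glycogen (30 ug) for 40 min at 37 C in pH 5.0 citrate/phosphate with 0.01% Tween-20. Released glucose detected by glucose oxidase/Amplex Red, Ex 573/Em 610 nm. Compounds up to 77 uM; AC50 from Hill fits.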
# Tau FP inhib: blocks human tau fibril formation measured by polarization; Potency, µM (top dose mostly 57.7 µM), without a hit: top-dose activity, negative = inhibition, actives largely listed as inhibitors; 0.39% of 280,000 active; P10636; AID 1468; K18 P301L tau heparin fibrillization, Alexa594 FP, 6 h; further: on the % scale 0 is the no-effect control and ±100 the full control effect; nearly all actives have a fitted effect of over 55% in size
# Target sequence (P10636 561-689 P618L limits assumed): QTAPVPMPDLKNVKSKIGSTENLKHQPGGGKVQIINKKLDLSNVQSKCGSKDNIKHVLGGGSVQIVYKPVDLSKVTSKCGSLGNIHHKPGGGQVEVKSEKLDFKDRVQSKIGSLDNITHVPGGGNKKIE
#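 Steps: dispense K18 P301L tau (15 uM plus 0.24 uM Alexa 594 tracer, final) in pH 7 sodium acetate; add compound; add heparin (20 uM final); incubate 6 hr, 37 C; add ThT (30 uM final); after 1 hr ambient, read FP.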
# aGlu spleen mod: inhibitors or activators of human alpha-glucosidase in spleen homogenate; P10253; human spleen homogenate, 4-MU-alpha-glucoside fluorescence; 0.006% of 240,000 active; Potency, µM (series often up to 79.9 µM), without a hit: at the top dose activity change, negative = inhibition, hits mostly inhibitors;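 further: 0% = enzyme with vehicle and -100% = no enzyme basal signal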
#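 AC50 values come from Hill-equation fits of concentration-response data, normalized to no-enzyme and full-activity controls. Enzyme source: 1 ug human spleen homogenate; 1 mM fluorogenic 4-MU glucoside, pH 5.0 citrate buffer, 37 C, 40 min.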
# GAA inhib: alpha-glucosidase (human) inhibition. purified human GAA, 4-MU-alpha-glucoside fluorescence. 0.005% of 200,000 active. P10253. AID 1466. Potency, µM (doses to about 76.9 µM), without a hit: at the top dose activity change, negative = inhibition, usual class: inhibitors;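 further: plate controls were uninhibited enzyme wells for no effect and no-enzyme background for full effect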
#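 Human enzyme at 4 nM with 400 uM 4-methylumbelliferyl-alpha-D-pyranoside, citrate/phosphate buffer pH 5.0, 0.005% Tween-20, 20 min at room temperature. Compounds up to 77 uM. 4-MU fluorescence (Ex 365/Em 440) read after NaOH/glycine stop; AC50 from Hill fit.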
# aGal spleen mod: alpha-galactosidase A (human) modulation | P06280 | human spleen homogenate, 4MU-alpha-Gal fluorescence, 40 min | 0.008% of 240,000 active | Potency, µM (titrated, usually from 80 µM), for inactives: top-dose activity change, negative = inhibition, usual class: inhibitors;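 further: 0% = enzyme with vehicle and -100% = no enzyme basal signal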
# Target sequence (P06280 32-429 limits assumed): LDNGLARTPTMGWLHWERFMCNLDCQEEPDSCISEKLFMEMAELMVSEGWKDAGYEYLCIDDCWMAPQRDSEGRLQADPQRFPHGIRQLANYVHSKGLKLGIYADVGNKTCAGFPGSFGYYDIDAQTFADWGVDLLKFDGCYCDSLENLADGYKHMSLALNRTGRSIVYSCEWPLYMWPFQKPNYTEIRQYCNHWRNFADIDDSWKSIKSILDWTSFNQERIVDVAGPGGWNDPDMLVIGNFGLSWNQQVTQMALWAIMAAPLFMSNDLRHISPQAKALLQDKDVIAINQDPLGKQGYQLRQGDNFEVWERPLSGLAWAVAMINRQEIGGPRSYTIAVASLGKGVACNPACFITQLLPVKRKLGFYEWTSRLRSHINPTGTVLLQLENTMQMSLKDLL
#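 Human spleen homogenate (1 ug) as enzyme source, 4-methylumbelliferyl-alpha-D-galactopyranoside 1 mM final, citrate/phosphate pH 5.0 with 0.01% Tween-20. Compounds 40 min at 37C, NaOH/glycine stop; fluorescence Ex 365/Em 440, Hill-fit AC50.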
# HTT ATP protect: Huntington cell model cytoprotection by ATP luminescence; PC12 HTT-Q103 induced, cytoprotection, ATP luminescence, 40 h; Potency, µM (series often up to 56.4 µM), for inactives: cytoprotection (ATP increase), hits mostly activators; 0.14% of 230,000 active;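 further: % of control where 0% means no effect; nearly all actives have a fitted effect of over 45% in size; toxic huntingtin expression switched on by the ecdysone agonist tebufenozide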
#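 Rat PC12, Q103 Htt exon1-GFP fusion, ecdysone promoter; tebufenozide inducer 100 nM final; compound titration; qHTS, 1500 cells/well; ATPlite luminescent read.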
# Tau fibril ThT: inhibitors of human tau fibril formation, thioflavin T binding. P10636. 2.1% of 270,000 active. Potency, µM (series often up to 57.4 µM), for the others: at the top dose activity, negative = inhibition, usual class: inhibitors. recombinant tau K18 P301L, heparin-induced fibrillization, ThT fluorescence; further: on the % scale 0 is the no-effect control and ±100 the full control effect; nearly all actives have a fitted effect of over 55% in size
#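 Aggregation was driven by heparin (20 uM final) acting on recombinant tau […] bearing P301L in 100 mM sodium acetate pH 7; fibrils were detected with Thioflavin T.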
# Tau fluor counter: counter-screen for tau fibril formation inhibitors; 0.93% of 280,000 active; Potency, µM (top dose mostly 57.7 µM), for inactives: at the top dose activity change, negative = decrease; tau K18 P301L (four-repeat tau fragment) Alexa594 fluorescence, heparin fibrillization; further: on the % scale 0 is the no-effect control and ±100 the full control effect; nearly all actives have a fitted effect of over 55% in size
#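 Human K18 P301L tau (15 uM unlabeled plus 0.24 uM Alexa 594-labeled, final) in 100 mM sodium acetate pH 7 was mixed with compound and 20 uM heparin and incubated 6 hr at 37 C.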
# * = called active by the depositor; ? = inconclusive; . = no result given; & = joins results of further samples; [ ] = dose if it differs, or a comment. The call rests on the fitted dose curve; in most records, active means well fitted curve in the direction sought with a large enough effect; inconclusive means small, poorly fitted or top-dose-only effect, or another doubt; inactive means no such curve, though single readings can be large; an effect the other way counts as inactive or inconclusive. Potency means the concentration at half of the fitted maximal effect.
SMILES,GAA glycogen mod,Tau FP inhib,aGlu spleen mod,GAA inhib,aGal spleen mod,HTT ATP protect,Tau fibril ThT,Tau fluor counter
Cc1ccc(/C=C2\SC(=S)N(CCC(=O)NNS(=O)(=O)c3ccc(C)cc3)C2=O)cc1,12.2%,1.1%,-1.8%,0.4%,2.2%,5.3%[10 µM],10.5%,7.6%
COC(=O)c1ccccc1NC(=O)C1CCN(S(=O)(=O)c2cc(C)ccc2OC)CC1,-11.0%,9.3%,-6.1%,-9.8%,13.8%,-15.3%,-8.8%,-12.6%
COc1ccc(-n2cc(-c3ccc(OC)c(OC)c3)[nH]c2=S)cc1,-24.0%,2.2%,3.5%,-0.3%,-1.5%,-29.3%,-17.5%,-13.0%
CCCN(CCC)c1nc2ccccc2nc1C(C#N)C(=O)OC(C)COC (stereo not drawn),-8.8%,7.6%,1.3%,-16.1%,2.3%,-5.1%,-24.8%,-13.4%
Cc1ccc(-c2noc(CCC(=O)Nc3ccc(C)cn3)n2)cc1,-1.4%,-7.3%,5.9%,?,7.8%,-2.3%,14.3%,9.6%
O=C(C1CC1)N1CCc2cc(S(=O)(=O)NCC3COc4ccccc4O3)ccc21 (stereo not drawn),-10.3%,3.7%,5.3%,-7.2%,-6.9%,-17.5%,-19.5%,-19.7%
O=C(O)COc1ccccc1/C=N/NC(=O)CSc1nc2ccccc2n1Cc1ccccc1,1.2%,1.8%,-3.2%,.,1.4%,14.3%[10 µM],.,-2.0%
CC(NC(=O)Cn1c(=O)[nH]c2ccsc2c1=O)C12CC3CC(CC(C3)C1)C2 (stereo not drawn),-3.8%,-0.2%,5.2%,-4.2%,-1.1%,12.0%,-16.8%,-21.8%
Cc1c(Nc2ccc3nonc3c2[N+](=O)[O-])c(=O)n(-c2ccccc2)n1C,6.3%,-3.3%,-4.8%,-6.6%,-3.1%,-45.4%[inhibitor],-16.2%,-0.9%
Cc1n[nH]c(C)c1S(=O)(=O)N1CCCC(C(=O)NC2CCCc3ccccc32)C1 (stereo not drawn),5.9%,-1.8%,-2.4%,-13.3%,-1.5%,-16.1%,-3.3%,-9.4%
CCN(CC)S(=O)(=O)c1ccc(N(C)C)c(NC(=O)CC(NC(C)=O)c2ccccc2)c1 (stereo not drawn),0.7%,-1.1%,-9.6%,-2.3%,1.4%,-20.5%,-0.7%,-3.1%
Nc1c(S(=O)(=O)c2ccccc2)cnc2c(-c3ccc(F)cc3)cnn12,5.7%,?,4.1%,-11.0%,-5.2%,-16.8%,9.9%,-5.1%
NC(Cc1ccc(Cl)cc1)C(=O)O (stereo not drawn),.,4.3%&-6.3%,-2.9%&-9.1%,.,-2.0%&-9.8%,25.5%,-4.1%&-7.0%,-0.2%&-8.2%
COc1ccc(-n2nnc(-c3nc(-c4ccccc4C)no3)c2N)cc1Cl,-4.2%[76.3 µM],-14.9%,.,.,.,.,3.9%,-3.3%
O=C(NCc1ccc(Cl)cc1)c1cc(-c2ccc(F)cc2)on1,-1.1%[76.3 µM],-3.2%,.,.,.,.,-7.0%,-5.2%
COc1ccc(C(CNC(=O)c2cc3ccccc3o2)N2CCCCC2)cc1 (stereo not drawn),0.4%,-10.8%,-1.2%,-0.3%,1.1%,-16.8%,-16.0%,-19.1%
COc1cccc(C(CC(=O)Nc2cccc3ccccc23)NC(=O)c2ccccc2)c1 (stereo not drawn),-17.0%,?,11.4%,-4.6%,11.6%,-44.9%[inhibitor],-0.9%,-12.9%
CN1CCN(C(=O)c2ccc3c(c2)N(Cc2ccc(F)cc2)C(=O)c2ccccc2S3(=O)=O)CC1,1.6%[76.3 µM],-10.9%,.,.,.,.,-2.2%,-18.3%
CC(C)NC(=O)c1nc2ccccc2s1,0.8%,7.6%,-4.8%,-4.3%,0.4%,-6.4%[0.074 µM],-3.6%,5.9%
O=C(Nc1ccc(Cl)cc1)c1cc2c(Cl)nc3ccccc3c2s1,-8.1%[76.3 µM],?,.,.,.,.,4.2%,-17.2%

# Arranged by the number under GAA glycogen mod (largest number first): some entries from above.
canonical_smiles | GAA glycogen mod | Tau FP inhib | GAA inhib | aGal spleen mod | Tau fibril ThT
Cc1n[nH]c(C)c1S(=O)(=O)N1CCCC(C(=O)NC2CCCc3ccccc32)C1 (stereo not drawn) | 5.9% | -1.8% | -13.3% | -1.5% | -3.3%
CCCN(CCC)c1nc2ccccc2nc1C(C#N)C(=O)OC(C)COC (stereo not drawn) | -8.8% | 7.6% | -16.1% | 2.3% | -24.8%
COc1ccc(-n2cc(-c3ccc(OC)c(OC)c3)[nH]c2=S)cc1 | -24.0% | 2.2% | -0.3% | -1.5% | -17.5%

# Next section
SMILES,GAA glycogen mod,Tau FP inhib,aGlu spleen mod,GAA inhib,aGal spleen mod,HTT ATP protect,Tau fibril ThT,Tau fluor counter
Cc1ccc(NC(=S)NC(=O)c2ccccc2)cc1NC(=S)NC(=O)c1ccccc1,3.3%,1.9%,-2.0%,-9.4%,-5.8%,-7.2%[10 µM],?,?
COc1ccc(CNC(=O)c2ccc3c(c2)N(Cc2c(F)cccc2Cl)C(=O)CS3)cc1,-10.4%[76.3 µM],-8.1%,.,.,.,.,-12.3%,-29.2%
Cc1ccc2cc3c(nc2c1)OCC3,2.4%,-2.4%,-3.8%,.,-12.8%,-13.0%[10 µM],.,-10.0%
CCOC(=O)c1sc2ncn(CC(=O)N(CC)CC)c(=O)c2c1C,?,-1.3%,-13.7%,3.5%,-14.4%,-10.9%,-11.3%,-11.7%
CCOc1cccc(CN2CCN(c3cccc(C(F)(F)F)c3)CC2)c1O,?,5.3%,-3.3%,-5.9%,2.5%,-0.7%[0.074 µM],?,-20.3%
Cn1cc(C(=O)NCc2ccccc2F)cn1,5.5%,-0.6%,2.4%,-6.4%,-8.5%,-3.5%[10 µM],6.7%,5.0%
NS(=O)(=O)c1ccc(CCNC(=O)Nc2ccc(Cl)c(Cl)c2)cc1,5.3%,?,-3.5%,-9.3%,-8.9%,5.5%,-1.5%,?
CCOC(=O)N1CCN(c2c(NCCc3ccc(C)cc3)c(=O)c2=O)CC1,-8.7%,-0.7%,-5.6%,.,6.2%,-6.5%[10 µM],-3.0%,-3.1%
Cc1cc(SCC(=O)OCC(=O)NCc2ccc3c(c2)OCO3)c(C)cc1Br,-0.1%,-4.1%,3.5%,-4.9%,-1.2%,22.9%[10 µM],-16.9%,-19.6%
c1n[nH]c(NC2=NCCC2)n1,4.1%,-0.3%,1.1%,?,11.5%,11.5%[10 µM],-2.9%,4.8%
COC(=O)Cc1c(C)c2ccc(OCC(=O)N(C)C)cc2oc1=O,0.3%,3.4%,-1.0%,2.6%,-6.4%,2.6%,-10.9%,-3.6%
O=C(Nc1cccnc1)c1cc(-c2ccccc2)on1,3.4%,1.5%,1.9%,-1.7%,-6.5%,13.0%[10 µM],-12.0%,-3.3%
Nc1ccc2nc(CN3CCOCC3)[nH]c2c1,0.4%,-0.9%,-4.0%,-2.7%,-4.8%,-11.1%,?,-10.1%
CN(C(=O)CSc1nc(O)cc(=O)n1C1CCCC1)c1ccccc1,6.4%,-13.3%,-2.3%,-9.6%,-1.0%,0.0%[10 µM],?,-2.5%
Fc1ccc(-c2cc(C(F)(F)F)nc(NCc3cccs3)n2)cc1,-5.6%,?,0.2%,-12.6%,-3.9%,.,-9.7%,-26.3%
CC(C)OCCCn1c(=O)c2ccccc2n2c(-c3ccccc3)nnc12,-12.7%[76.3 µM],10.4%,.,.,.,.,-7.3%,-21.7%
CN1CCN(c2ccc([N+](=O)[O-])cc2C(=O)N2CCCCC2)CC1,-3.8%,5.2%,-5.5%,-2.3%,-15.6%,20.7%[10 µM],1.2%,9.4%
c1ccc(Cn2ncc3c(Nc4ccccc4)ncnc32)cc1,1.2%,-4.5%,5.2%,-7.2%[15.4 µM],9.2%,5.3%[10 µM],3.4%,-17.8%
Cc1n[nH]c(C)c1CCc1nc2c3ccccc3nc(SCC(N)=O)n2n1,19.7%,-5.4%,4.2%,?,5.6%,-3.2%,-7.1%,-5.8%
COc1cccc(-n2nc3c(-n4ncc(C#N)c4N)nnc(C)c3c2C)c1,-3.9%,3.8%,-14.4%,0.2%,?,-5.6%[10 µM],-3.8%,0.9%
Cn1c(SCc2nc(-c3ccccc3)no2)nnc1-c1cccs1,-16.7%,4.5%,-1.9%,-8.5%,-3.2%,27.1%[10 µM],-13.4%,2.7%

# By substructure, the compounds so far with an aryl methoxy group.
SMILES,GAA glycogen mod,Tau FP inhib,aGlu spleen mod,GAA inhib,aGal spleen mod,HTT ATP protect,Tau fibril ThT,Tau fluor counter
COC(=O)c1ccccc1NC(=O)C1CCN(S(=O)(=O)c2cc(C)ccc2OC)CC1,-11.0%,9.3%,-6.1%,-9.8%,13.8%,-15.3%,-8.8%,-12.6%
COc1ccc(-n2cc(-c3ccc(OC)c(OC)c3)[nH]c2=S)cc1,-24.0%,2.2%,3.5%,-0.3%,-1.5%,-29.3%,-17.5%,-13.0%
COc1ccc(-n2nnc(-c3nc(-c4ccccc4C)no3)c2N)cc1Cl,-4.2%[76.3 µM],-14.9%,.,.,.,.,3.9%,-3.3%
COc1ccc(C(CNC(=O)c2cc3ccccc3o2)N2CCCCC2)cc1 (stereo not drawn),0.4%,-10.8%,-1.2%,-0.3%,1.1%,-16.8%,-16.0%,-19.1%
COc1cccc(C(CC(=O)Nc2cccc3ccccc23)NC(=O)c2ccccc2)c1 (stereo not drawn),-17.0%,?,11.4%,-4.6%,11.6%,-44.9%[inhibitor],-0.9%,-12.9%
COc1ccc(CNC(=O)c2ccc3c(c2)N(Cc2c(F)cccc2Cl)C(=O)CS3)cc1,-10.4%[76.3 µM],-8.1%,.,.,.,.,-12.3%,-29.2%
COc1cccc(-n2nc3c(-n4ncc(C#N)c4N)nnc(C)c3c2C)c1,-3.9%,3.8%,-14.4%,0.2%,?,-5.6%[10 µM],-3.8%,0.9%
